# hIAP activ = human IAP activators, primary screen, biochemical, luminescence, uHTS | Intestinal-type alkaline phosphatase (Homo sapiens), P09923 | purified human IAP, CDP-Star luminescence, 30 min; stronger effect = higher value; 1 = vehicle-only enzyme, 0 = enzyme-free background | activation factor at 10 µM | 330,000 tested, 0.16% active | AID 2524, 2010;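 active = activation factor of the enzyme at least 2-fold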; also: the source names both 10 and 20 µM as test concentration; values of inactives mirror those of a sister screen read the other way
# Target sequence (P09923 whole entry, looked up): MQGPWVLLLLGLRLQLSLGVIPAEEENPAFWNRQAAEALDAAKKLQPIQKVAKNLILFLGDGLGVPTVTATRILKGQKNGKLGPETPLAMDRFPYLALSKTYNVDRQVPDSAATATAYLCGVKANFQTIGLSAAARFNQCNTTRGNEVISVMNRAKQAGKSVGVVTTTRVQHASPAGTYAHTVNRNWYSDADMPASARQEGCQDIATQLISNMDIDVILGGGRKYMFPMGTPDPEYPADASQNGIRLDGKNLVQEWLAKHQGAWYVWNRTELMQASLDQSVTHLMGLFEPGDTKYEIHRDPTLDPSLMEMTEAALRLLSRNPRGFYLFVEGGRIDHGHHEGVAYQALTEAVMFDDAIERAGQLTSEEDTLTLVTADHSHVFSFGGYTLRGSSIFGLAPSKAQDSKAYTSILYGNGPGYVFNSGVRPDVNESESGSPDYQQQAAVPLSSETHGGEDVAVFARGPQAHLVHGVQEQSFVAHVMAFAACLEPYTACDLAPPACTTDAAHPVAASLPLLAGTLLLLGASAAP
# GRIN3A LBD mod = binders of NR3A ligand-binding domain, primary screen, biophysical, differential scanning fluorimetry, uHTS. Glutamate receptor ionotropic, NMDA 3A (GRIN3A) ligand-binding domain. NR3A LBD differential scanning fluorimetry, Tm shift; 0% = protein alone, 100% = glycine-bound protein. Tm shift relative to glycine control, % at 25 µM. 340,000 tested, 2.5% active. AID 1259313, 2017;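 active = melting temperature shift of at least 10% of the positive control shift, at one fixed dose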
# mIAP inh = inhibitors of mouse IAP, primary screen, biochemical, luminescence, uHTS | 330,000 tested, 0.2% active | inhibition, % at 10 µM | purified mouse IAP, CDP-Star luminescence, 30 min | intestinal alkaline phosphatase [Mus musculus] | AID 2806, 2010;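 active = inhibition of at least 40% at 10 µM in the primary screen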;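 also: plate controls were DMSO with enzyme for no effect and no enzyme wells for full effect; values of inactives mirror those of a sister screen read the other way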
# A3G deaminase = APOBEC3G DNA deaminase inhibitors, primary screen, biochemical, fluorescence, single-stranded DNA substrate, uHTS. recombinant A3G, ssDNA deamination FAM/TAMRA fluorescence. inhibition, % at 20 µM. 330,000 tested, 0.28% active. AID 493012, 2011;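 active = inhibition of at least 40% at 20 µM, with no more than 30% in the related APOBEC3A deaminase screen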;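 also: plate controls were DMSO wells with A3G for no effect and wells lacking A3G enzyme for full effect; some compounds called inactive have numbers as strong as hits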
# A3A deaminase = APOBEC3A ssDNA deaminase inhibitors, primary screen, selectivity assay for APOBEC3G inhibitor project, biochemical, FAM/TAMRA oligo cleavage fluorescence. DNA dC->dU-editing enzyme APOBEC-3A (Homo sapiens), P31941. recombinant A3A, FAM/TAMRA ssDNA deamination fluorescence. inhibition, % at 20 µM. 330,000 tested, 0.41% active. AID 493011, 2011;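 active = at least 40% inhibition at 20 µM here, with at most 30% in a related deaminase screen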;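 also: plate controls were A3A with DMSO for no effect and wells lacking A3A enzyme for full effect; some results filed as inactive read as strong as hits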
# Target sequence (P31941 whole entry, looked up): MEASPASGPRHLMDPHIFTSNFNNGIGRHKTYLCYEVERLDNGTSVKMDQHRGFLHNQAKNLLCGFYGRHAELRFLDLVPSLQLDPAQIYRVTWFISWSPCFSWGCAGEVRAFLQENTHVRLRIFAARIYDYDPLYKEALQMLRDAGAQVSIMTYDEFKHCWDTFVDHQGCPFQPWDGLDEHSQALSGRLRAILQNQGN
# beta cell repl = inducers of MIN6 beta-cell proliferation, primary screen, ATP luminescence, uHTS; MIN6 cells proliferation, ATPlite luminescence, 48 h; cells starved in 0.2% serum; 100% = growth in 10% serum; proliferation, % at 10 µM; 330,000 tested, 0.29% active; AID 2380, 2010;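 active = compounds whose signal lies at least 3.5 SD above the mean of all wells on their plate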;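 also: 0% = DMSO-treated cells in low-serum medium and 100% = 10% serum control; some compounds called inactive have numbers as strong as hits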
# mIAP activ = activators of mouse IAP, primary screen, biochemical, luminescence, uHTS. muIAP, CDP-Star luminescence, 30 min; stronger effect = higher value; 1 = vehicle-only enzyme signal, 0 = enzyme-free wells. 330,000 tested, 0.24% active. intestinal alkaline phosphatase [Mus musculus]. activation factor at 10 µM. AID 2805, 2010;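 active = activation factor of at least 2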; also: the source names both 10 and 20 µM as test concentration; values of inactives mirror those of a sister screen read the other way
#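 also added = chemiluminescent substrate CDP-Star | test system = mouse IAP enzyme | signal = chemiluminescence readout | compound = DMSO-dissolved test compounds | incubation = 30 min at room temperature | benchmarks = DMSO wells, no-enzyme wells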
# MPTP inh = mitochondrial permeability transition pore inhibitors, primary screen, biochemical, isolated mouse mitochondria, absorbance; inhibition, % at 10 µM; AID 602449, 2012; Ca2+ swelling absorbance, 30 min; 360,000 tested, 1.4% active;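 active = inhibition of 50% or more, scaled per plate between neutral and stimulator controls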;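 also: 0% = DMSO wells given calcium and 100% = 1 mM EGTA wells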
# hIAP inh = human IAP inhibitors, primary screen, biochemical, luminescence, uHTS; Intestinal-type alkaline phosphatase (Homo sapiens), P09923; purified IAP, CDP-Star luminescence, 30 min; inhibition, % at 10 µM; 330,000 tested, 0.12% active;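 active = inhibition reaching a set limit with compound at 10 µM in the primary screen, cut at about 35% in these data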;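 also: plate controls were DMSO wells with enzyme for no effect and no-enzyme buffer wells for full effect; values of inactives mirror those of a sister screen read the other way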
# The depositor's hits bear a star; . = no result given.
SMILES,hIAP activ,GRIN3A LBD mod,mIAP inh,A3G deaminase,A3A deaminase,beta cell repl,mIAP activ,MPTP inh,hIAP inh
CC(=O)NC1C2CN3CCN(C2)CC1(Cc1ccccc1)C3 (stereo not given),1.02,-0.6,1.6,-4.0,2.2,0.0,0.984,0.1,-2.0
N#Cc1c(NC(=O)CSc2nnc(-c3ccncc3)n2CC2CCCO2)sc2c1CCCC2 (stereo not given),1.07,0.0,7.8,2.6,0.7,-2.6,0.922,1.4,-7.1
CC(=O)N1C2CCCCC2S[C@H]2CCCCC21 (stereo not given in full),1.05,0.2,-7.1,1.3,-1.0,-0.3,1.07,-0.5,-4.6
O=C1c2ccccc2C(=O)N1CCCCN(C(=O)c1cc2ccccc2oc1=O)c1ccc(Cl)cc1,0.953,-2.9,4.8,-1.8,1.7,-1.1,0.952,1.2,4.7
O=C(O)C1CCCN1S(=O)(=O)c1cccc2nsnc12 (stereo not given),1.09,-2.1,1.4,-2.8,0.3,-1.3,0.986,-0.5,-9.2
CC(=O)c1cccc(NC(=O)Cc2coc3cc4c(cc23)CCC4)c1,1.07,-3.4,0.4,-3.0,0.0,-2.3,0.996,38.7,-6.8
COc1cc(-c2nc3ccccn3c2/N=C/c2cc(OC)c(O)cc2Cl)ccc1O,0.835,-2.7,11.0,-1.6,4.9,-2.6,0.89,-0.9,16.5
NC(=O)c1ccsc1NC(=O)COc1ccccc1,1.25,-1.6,7.9,-3.7,-0.3,-4.0,0.921,-0.6,-24.7
O=C(Cn1cnc2c(nnn2Cc2ccccc2)c1=O)N1CCCc2ccccc21,0.746,9.0,0.0,-10.3,-2.3,-0.4,1,0.5,25.4
CC(C)c1nnc(NC(=O)C2CCCN2C(=O)Nc2ccccc2[N+](=O)[O-])s1 (stereo not given),0.96,0.5,-14.6,1.9,3.8,-0.9,1.15,0.0,4.0
CCCN(CCC)CCCNC(=S)Nc1ccc2nc(N3CCN(CC)CC3)cc(C)c2c1,1,1.5,-11.6,-0.7,8.6,-6.3,1.12,1.0,-0.3
Nc1ncnc2c1ncn2[C@@H]1O[C@H](CNC(=O)[C@@H](N)C2CCCCC2)[C@@H](O)[C@H]1O,.,15.4*,-3.3,0.1,0.8,.,1.03,0.3,.
COc1ccc(OC)c(-c2csc(NC(=O)Cc3ccc(F)cc3)n2)c1,1.09,-3.4,-21.1,3.2,-1.6,-2.0,1.21,2.5,-8.7
O=S(c1ccc2ccccc2c1)c1cnns1 (stereo not given),1.01,-0.8,0.3,-3.4,-15.1,-6.0,0.997,-9.6,-1.1
O=C(NCc1cccs1)C1CCCN1C(=O)Nc1ccccc1 (stereo not given),0.943,0.8,-2.2,-1.5,0.7,-0.8,1.02,-0.9,5.7
O=C(COc1ccccc1Cl)NCc1ccccc1,1.12,-0.7,0.0,-0.2,-2.5,-3.0,1,1.9,-11.6
Cc1cc(C)n2nc(C(=O)OCC(=O)NCc3ccccc3)nc2n1,0.898,-0.3,-8.7,-3.4,1.0,-1.8,1.09,-1.6,10.2
Cc1nc(Cl)c2c(n1)NC1=C(O2)C(=O)CCC1,1.02,-1.5,-9.3,-3.8,-2.5,-1.7,1.09,-0.1,-1.6
Cc1ccc(NC(=O)CNc2ccccc2CN(C)C2CCCCC2)cc1,1.03,2.6,-23.8,-0.4,0.7,-4.6,1.24,1.3,-3.3
O=C(O)c1nn(CC(=O)N2CCN(S(=O)(=O)c3ccc(Cl)cc3)CC2)c(=O)c2ccccc12,1.01,-0.9,-0.8,0.1,8.8,-0.8,1.01,1.9,-1.5

SMILES,hIAP activ,GRIN3A LBD mod,mIAP inh,A3G deaminase,A3A deaminase,beta cell repl,mIAP activ,MPTP inh,hIAP inh
O=C(O)c1ccc2c(c1)C(=O)N(CCc1ccccc1)C2=O,0.855,-1.4,-6.7,4.4,8.5,-1.5,1.07,-0.2,14.5
Cc1cccc(NC(=O)Cn2c(C)c(C#N)c3ccccc32)c1C,0.965,0.0,-2.9,0.8,0.4,-2.4,1.03,-2.5,3.5
CCc1nc(NCCN2CCOCC2)c2oc3ccccc3c2n1,1.13,0.8,3.1,-6.3,-18.9,1.1,0.969,-0.2,-13.0
O=C(N=C1c2ccccc2CN1c1ccccc1)c1cccc([N+](=O)[O-])c1,1.02,-1.1,8.7,-1.1,-1.0,-2.8,0.913,-1.5,-1.9
CCn1c(CC(=O)Nc2ccccc2)nnc1SCC(=O)Nc1nncs1,1.08,0.2,-4.4,-3.8,-0.1,-0.1,1.04,1.9,-7.6
COc1ccc(C)c2sc(=NC(=O)c3cccc(N4C(=O)CCC4=O)c3)n(C)c12,1.01,2.1,11.6,-3.4,1.2,-3.2,0.884,3.5,-1.5
Cc1ccc(/C=N\NC(=O)C2CC(=O)N(c3ccccc3)C2)o1 (stereo not given),1.15,-0.9,5.0,2.1,0.6,-0.6,0.95,1.4,-15.3
S=C(Nc1ccc2c(c1)OCO2)Nc1ccc2c(c1)OCO2,0.897,1.3,9.9,6.9,1.0,-1.5,0.901,1.3,10.3
CC1CCCC(NC(=O)C2CCN(S(=O)(=O)N3CCCCC3)CC2)C1C (stereo not given),0.932,-0.4,-6.1,-7.3,-1.4,-2.0,1.06,-1.4,6.8
Cc1ccnc(SCc2cc(=O)c(OC(=O)c3cccs3)co2)n1,1.23,-2.6,-0.8,-6.2,-2.6,-3.6,1.01,-0.1,-22.6
Cn1c(=O)c2c(nc(CN3CCN(C(c4ccccc4)c4ccccc4)CC3)n2CC(N)=O)n(C)c1=O,0.867,-1.1,2.9,-3.8,-2.5,-2.4,0.971,-1.0,13.3
C=CCNC(=O)NC(=O)COC(=O)[C@H](C)NS(=O)(=O)c1c(C)c(C)cc(C)c1C,1.03,0.4,-1.0,-3.1,-3.4,0.6,1.01,2.3,-3.2
OCC(O)C(O)C(O)C(O)C1NCCS1 (stereo not given),0.974,-1.1,-1.0,-7.6,-4.7,-0.8,1.01,0.4,2.6
CCO/C=N/c1c(C#N)c2c(c(=S)n1C)COC(C)(C)C2,1.3,-0.1,0.8,-4.4,-12.5,-3.3,0.992,-5.0,-29.8
Cc1c(Cl)cccc1NCC(=O)Nc1ccc(Cl)cc1F,1.07,8.1,9.7,-4.1,0.5,-2.1,0.903,56.7*,-7.0
CSc1nnc2c(n1)OC=Nc1ccccc1-2,1.14,2.1,6.7,-6.7,-1.2,0.4,0.933,-0.8,-14.2
COc1ccccc1NC(=O)c1ccc(N)cc1,0.927,-0.6,8.0,-7.3,-2.7,-0.3,0.92,0.6,7.3
CC(C)OCc1c(C(=O)Nc2nccs2)oc2ccccc12,1.07,0.1,-6.5,-6.9,-8.6,-3.2,1.06,0.4,-7.0
CCCNC(=S)Nc1cccc(C(F)(F)F)c1,1.15,1.6,-28.0,-3.7,1.2,-3.3,1.28,0.0,-15.4
CCOC(=O)C1Nc2ccccc2C2C(O)C(O)CC12 (stereo not given),1,-6.4,2.6,-2.5,-4.3,-1.0,0.974,-2.0,-0.4

SMILES,hIAP activ,GRIN3A LBD mod,mIAP inh,A3G deaminase,A3A deaminase,beta cell repl,mIAP activ,MPTP inh,hIAP inh
COc1ccc(OC)c(NC(=O)COC(=O)Cc2ccsc2)c1,0.98,-1.1,2.0,1.9,2.4,3.9,0.98,0.8,2.0
O=C(Nc1ccc(F)cc1)C1CCCCC1,1.11,0.6,1.1,-4.3,-3.8,-0.6,0.989,-14.1,-11.2
Cc1cc(NS(=O)(=O)c2ccc(NC(=O)NC3CCCCC3)cc2)no1,0.961,-0.1,1.9,-9.1,-7.7,-1.8,0.981,-1.5,3.9
CCNC(=S)N1CCN(c2ccccn2)CC1,1.16,-0.3,5.7,-6.5,-4.0,1.3,0.943,0.8,-16.4
CC1CN(C(=O)COc2ccc3ccccc3c2Br)CC(C)O1 (stereo not given),1.05,0.4,-1.7,-1.0,-0.3,-1.8,1.02,0.2,-5.0
CCOc1ccccc1NC(=O)COC(=O)Cc1cccs1,1.06,-1.3,-1.5,-5.9,3.6,-1.2,1.01,-1.0,-5.7
Cc1ccc(C(CC(=O)NCCCN(C)C)c2ccc(OC(C)C)cc2)cc1 (stereo not given),1.04,0.5,-3.5,10.0,3.8,-3.3,1.03,-2.0,-4.4
O=C(CN1C(=O)C2CCCCC2C1=O)Nc1cc(C(F)(F)F)ccc1N1CCCC1 (stereo not given),0.962,0.2,7.3,-4.6,-0.6,7.2,0.927,0.4,3.8
COc1ccc(-c2noc(N3CCC(C(=O)NCc4ccc(Cl)cc4)CC3)n2)cc1,0.974,0.5,-21.5,-5.3,-0.3,-0.8,1.22,-0.6,2.6
CCCCn1c(N)c(N(CCOC)C(=O)CN(C)S(=O)(=O)c2ccc(C)cc2)c(=O)[nH]c1=O,1.03,-0.4,6.5,-2.0,26.4,0.4,0.935,-1.4,-3.5
O=C(Nc1ccc(S(=O)(=O)Nc2ncccn2)cc1)C12CC3CC(CC(C3)C1)C2,1.25,-1.2,-2.1,-2.7,-1.4,-2.8,1.02,-0.4,-24.8
Cc1ccc(S(=O)(=O)NCC(C)n2cncn2)cc1C (stereo not given),1.05,0.6,1.2,-2.6,-1.6,-2.0,0.988,-0.4,-4.8
Cc1ccc(N2C(=O)CC(c3c[nH]c4ccccc34)C2=O)cc1 (stereo not given),1.16,-1.1,-2.4,-5.4,-3.1,-2.5,1.02,0.6,-15.9
COc1ccccc1NC(=O)N1CCCC1C(=O)NCc1ccc2c(c1)OCO2 (stereo not given),1.1,0.1,-5.4,-1.2,-0.6,-3.6,1.05,-0.8,-9.9
COc1ccc(CCc2nnc(CCC(=O)NCc3cnc4ccccn34)o2)cc1,1.02,-0.8,-2.4,-3.1,2.8,0.8,1.02,3.3,-2.2
CN(C)S(=O)(=O)c1cccc(NC(=O)COc2cccc3ccccc23)c1,1.1,-3.2,-33.6,-12.0,0.0,1.9,1.34,-0.5,-10.3
Cc1ccc(S(=O)(=O)N2CCCCC2)cc1NC(=O)c1ccc2c(c1)OCO2,0.875,-1.7,-1.3,0.8,-0.6,0.0,1.01,-0.6,12.5
O=C(NCC1CCCO1)c1cc(C(=O)C2CC2)c[nH]1 (stereo not given),1.14,0.5,-4.8,-12.0,-3.8,-2.2,1.05,0.2,-13.9

# 2 records drawn at random from those above, as already listed:
SMILES,hIAP activ,GRIN3A LBD mod,mIAP inh,A3G deaminase,A3A deaminase,beta cell repl,mIAP activ,MPTP inh,hIAP inh
O=C(NCC1CCCO1)c1cc(C(=O)C2CC2)c[nH]1 (stereo not given),1.14,0.5,-4.8,-12.0,-3.8,-2.2,1.05,0.2,-13.9
COc1ccccc1NC(=O)N1CCCC1C(=O)NCc1ccc2c(c1)OCO2 (stereo not given),1.1,0.1,-5.4,-1.2,-0.6,-3.6,1.05,-0.8,-9.9

# High-throughput results from PubChem BioAssay.

# Hits appear at their usual frequency; 5% or so of the library scored in one or more.
